Assay outcomes as filed in PubChem.
TcdB inh = inhibitors of Clostridioides difficile toxin B glycohydrolase | P18177 | TcdB glycohydrolase enzymatic assay, plate reader | inhibition, % at 9.99 µM | 350,000 tested, 0.24% active | AID 652162; in the data active means inhibition above about 10%
PrPC surface inh = reduces human prion protein on the cell surface | P04156 | 370,000 tested, 0.43% active | inhibition, % at 13.8 µM | cell surface PrPC, TR-FRET read-out; in the data active means inhibition above about 24%; further: 0% = median of the test wells and 100% = reference compound wells
BoNT-F LC inh = inhibitors of Botulinum neurotoxin F light chain protease | Multiplex microsphere protease cleavage assay, flow cytometry | inhibition, % at 10 µM | 360,000 tested, 0.22% active; in the data active means inhibition above about 35%, passing the limit was not always enough; inconclusive means no clear call, values can overlap the other calls; further: plate controls were buffer without enzyme for full effect and enzyme alone for no effect
CCHF vOTU inh = blocks the CCHF virus ovarian tumor domain protease; CCHFV vOTU protease, Pep-AMC fluorescence; inhibition, % at 11.5 µM; 370,000 tested, 0.55% active; AID 651958; in the data active means inhibition above about 30%; further: 0% = vehicle wells with enzyme and 100% = no enzyme wells
Anthrax LF inh2 = blocks Bacillus anthracis lethal factor protease; 360,000 tested, 0.12% active; P15917; multiplex microsphere protease cleavage assay, LF; inhibition, % at 10 µM; further: plate controls were buffer without enzyme for full effect and enzyme alone for no effect
Target sequence (P15917 whole entry, looked up): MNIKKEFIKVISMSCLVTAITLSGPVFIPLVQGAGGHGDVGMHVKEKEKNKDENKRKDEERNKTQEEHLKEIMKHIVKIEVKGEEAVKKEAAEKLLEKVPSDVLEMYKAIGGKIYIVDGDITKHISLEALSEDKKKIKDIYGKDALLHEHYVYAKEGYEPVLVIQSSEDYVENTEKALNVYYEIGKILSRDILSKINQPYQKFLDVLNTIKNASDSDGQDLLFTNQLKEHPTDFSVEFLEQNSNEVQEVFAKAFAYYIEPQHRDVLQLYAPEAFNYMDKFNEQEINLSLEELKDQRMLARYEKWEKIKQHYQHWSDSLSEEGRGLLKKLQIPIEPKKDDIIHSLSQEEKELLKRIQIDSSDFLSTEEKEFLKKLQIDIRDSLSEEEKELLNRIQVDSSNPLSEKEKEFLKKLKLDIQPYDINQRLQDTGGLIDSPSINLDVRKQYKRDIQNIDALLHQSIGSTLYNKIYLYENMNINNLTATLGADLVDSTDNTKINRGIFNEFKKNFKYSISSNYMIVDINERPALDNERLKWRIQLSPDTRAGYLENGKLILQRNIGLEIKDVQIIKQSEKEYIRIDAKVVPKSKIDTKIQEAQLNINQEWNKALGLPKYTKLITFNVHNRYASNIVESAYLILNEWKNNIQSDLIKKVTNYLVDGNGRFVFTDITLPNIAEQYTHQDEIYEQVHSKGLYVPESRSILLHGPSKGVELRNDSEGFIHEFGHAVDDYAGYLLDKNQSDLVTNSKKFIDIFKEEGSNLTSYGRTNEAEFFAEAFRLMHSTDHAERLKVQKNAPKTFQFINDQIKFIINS
Yp Topo-I inh = blocks Yersinia pestis topoisomerase I activity | Y. pestis Topo-I cleavage product accumulation, plate reader | activity, % at 10 µM | 360,000 tested, 0.064% active | AID 504884; in the data active means activity above about 50%, passing the limit was not always enough; inconclusive means no clear call, values can overlap the other calls; further: inactives centre near 2
FadD28 FP inh = blocks FadD28 binding to the bisubstrate probe. fluorescence polarization. inhibition, % at 12.5 µM. 360,000 tested, 0.22% active; in the data active means inhibition above about 8.5%, passing the limit was not always enough; inconclusive means no clear call, values can overlap the other calls
PfHsp40 yeast = rescue of PfHsp40-mediated yeast toxicity. S. cerevisiae expressing PfHsp40, growth rescue, ATP luminescence. growth rescue, % at 12.5 µM. 340,000 tested, 0.68% active. AID 504582; in the data active means growth rescue above about 28%, passing the limit was not always enough; inconclusive means no clear call, values can overlap the other calls;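 further: yeast W303a lacking pdr1 and pdr3 grown in galactose medium; growth measured after three days at 30 °C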
BoNT-A LC inh2 = BoNT A light chain protease inhibition; multiplex microsphere protease substrate cleavage, flow cytometry; inhibition, % at 10 µM; 360,000 tested, 0.17% active; further: plate controls were buffer without enzyme for full effect and enzyme alone for no effect
* marks the source's active call; other numbers are inactive results; u = inconclusive; x = not tested or not shown. Unless noted, no stated cut-off is given here; in the data, active means inhibition above about 30%; inconclusive means no clear call, values can overlap the other calls; inactive means below that.

SMILES | TcdB inh | PrPC surface inh | BoNT-F LC inh | CCHF vOTU inh | Anthrax LF inh2 | Yp Topo-I inh | FadD28 FP inh | PfHsp40 yeast | BoNT-A LC inh2
NC(=O)c1ccc(Oc2cccc3cccnc23)c([N+](=O)[O-])c1 | -0.8 | -4 | -12 | 5 | -4 | -9 | -3.2 | 2.2 | 0.2
CCOc1cccc2sc(N(CCCN(C)C)C(=O)c3ccc(S(=O)(=O)N(C)c4ccccc4)cc3)nc12 | 1.0 | -13 | 3 | -1 | -2 | -6 | -2.7 | -0.9 | -0.4
Cc1occc1C(=O)NC(C)C(C)(C)C (stereo not given) | x | 6 | -1 | -1 | -3 | -5 | -1.2 | 0.8 | -1.0
COc1cccc(Nc2c(F)c(F)c(F)c(F)c2C(=O)O)c1 | x | 6 | -1 | 16 | -1 | -2 | -1.7 | 0.8 | 0.1
CCOC(=O)c1cc2sc(C)cc2n1CC(=O)Nc1cccc(C)c1C | x | -2 | -8 | -3 | -7 | -1 | -3.7 | 0.7 | -2.2
O=C(COc1ccc(Br)cc1)NCCNC(=O)c1cccnc1 | 1.6 | -6 | -8 | -1 | 2 | -3 | -0.4 | 0.4 | -2.0
N#Cc1cnn2c(-c3ccc(Cl)cc3Cl)ccnc12 | 1.0 | 0 | -4 | -28 | -2 | 0 | -2.6 | 1.7 | 0.1
Cc1c(C(=O)c2ccc(Cl)cc2Cl)cnc2cc3c(cc12)OCO3 | x | 1 | -12 | 9 | -4 | 10 | -7.3 | 0.7 | -0.2
O=C(O)C1C2C=CC(C3CC23)C1C(=O)NCCc1ccccc1 (stereo not given) | x | -2 | 2 | 3 | -2 | -5 | -1.8 | 1.8 | 0.1
O=C(CCN1CCCCC1=O)NC1CCCN(Cc2ccc(Cl)cc2)C1 (stereo not given) | -1.4 | -2 | -7 | 4 | -1 | 2 | -4.4 | 0.8 | -2.2
O=C(OCc1nnc(-c2ccccc2)o1)c1ccc(Br)o1 | 1.2 | 3 | 4 | 7 | -5 | 9 | -0.9 | -0.2 | -0.5
CCn1cc(CN2CCC(n3nccc3NC(=O)C3CCCC3)CC2)c(C)n1 | 0.1 | -6 | -2 | 13 | 0 | 12 | -0.1 | -1.7 | 0.4
COc1cccc(-c2c[nH]c(=O)[nH]c2=O)c1 | 2.3 | 15 | 3 | -10 | -1 | -1 | 0.3 | -0.6 | -1.0
CN(CC(=O)Nc1cccc(F)c1)C(=O)c1cc([N+](=O)[O-])ccc1N1CCOCC1 | 1.7 | -14 | 1 | 11 | 1 | 0 | -2.6 | 0.3 | -1.3
CCn1ncc([N+](=O)[O-])c1C(=O)Nc1cc(C)on1 | x | 3 | -3 | 4 | 1 | 1 | 0.2 | 1.1 | -0.1
CCCCC1CCC(C(=O)N(CCOC)c2c(N)n(CCCC)c(=O)[nH]c2=O)CC1 (stereo not given) | 1.3 | 5 | -1 | -12 | -2 | 12 | -3.8 | -2.0 | -1.6
Cc1cc(C)cc(NC(=S)NCC2CCCO2)c1 (stereo not given) | x | 6 | -64 | 3 | -2 | 2 | 0.0 | 0.0 | -2.5
Cc1cc(C)nc(Nc2nc3ccccc3[nH]2)n1 | x | 3 | -2 | 19 | -3 | 4 | -2.1 | 0.7 | -0.3
C=CCSc1nc2c(c(=O)[nH]c(=O)n2C)n1CC | x | 4 | -7 | 3 | -4 | 2 | 0.2 | 1.3 | 0.1
Nc1c(C(=O)NCc2ccc3c(c2)OCO3)nnn1-c1ccc(OC(F)(F)F)cc1 | x | 9 | 7 | 10 | -4 | 17 | -3.3 | 1.2 | -0.9

Full records, quoted from the list.
Entry for `CCn1ncc([N+](=O)[O-])c1C(=O)Nc1cc(C)on1` = TcdB inh = x; PrPC surface inh = 3; BoNT-F LC inh = -3; CCHF vOTU inh = 4; Anthrax LF inh2 = 1; Yp Topo-I inh = 1; FadD28 FP inh = 0.2; PfHsp40 yeast = 1.1; BoNT-A LC inh2 = -0.1
Entry for `Cc1cc(C)cc(NC(=S)NCC2CCCO2)c1` (stereo not given) = TcdB inh = x; PrPC surface inh = 6; BoNT-F LC inh = -64; CCHF vOTU inh = 3; Anthrax LF inh2 = -2; Yp Topo-I inh = 2; FadD28 FP inh = 0.0; PfHsp40 yeast = 0.0; BoNT-A LC inh2 = -2.5

(further entries)
SMILES | TcdB inh | PrPC surface inh | BoNT-F LC inh | CCHF vOTU inh | Anthrax LF inh2 | Yp Topo-I inh | FadD28 FP inh | PfHsp40 yeast | BoNT-A LC inh2
CC1Cc2ccccc2N1C(=O)c1cc2sccc2n1Cc1ccc(F)cc1 (stereo not given) | x | 14 | -13 | 17 | -8 | -9 | -1.0 | 0.8 | -0.4
O=C(N/N=C/c1ccncc1)c1ccc(NC(=O)c2cccc(Cl)c2)cc1 | -0.5 | -6 | -7 | -9 | -6 | -9 | -5.2 | -1.0 | -1.4
COc1ccc(NC(=O)COc2nsnc2N2CCCCC2)cc1 | x | 18 | -21 | -2 | -8 | 3 | -2.7 | 0.3 | -1.6
CCOc1ccc(C(=O)COC(=O)C2COc3ccccc3O2)cc1 (stereo not given) | 2.7 | 5 | -4 | -13 | 4 | -13 | -2.8 | 0.4 | -0.1
CC(C)NC(=O)C1Cc2c(-c3ccccc3Oc3ccccc3)ccnc2O1 (stereo not given) | 3.8 | 2 | -2 | -6 | -1 | 30 | -1.9 | x | 0.0
CCOC(=O)c1c(-c2ccc(OC)cc2)oc2ccc(O)cc12 | 0.3 | -3 | -8 | 11 | 1 | 4 | -3.4 | 0.0 | -0.8
Cc1ccc(SCc2[nH]nc3c2C2(C(=O)N(C)c4ccccc42)C(C#N)=C(N)O3)cc1 (stereo not given) | x | -4 | 2 | 7 | 0 | 0 | -1.9 | -1.5 | -0.1
NS(=O)(=O)c1ccc(CCNC(=O)C2CCN(S(=O)(=O)c3ccc(Br)s3)CC2)cc1 | 0.3 | 8 | 0 | -4 | -10 | 5 | -2.3 | -1.3 | -0.5
O=C(Cn1cnc2c(cnn2-c2ccccc2)c1=O)NC1CCCC1 | 0.5 | -4 | -11 | -3 | 0 | 2 | -1.5 | 0.9 | -0.6
COc1ccc(C(=O)NCCSc2ccccn2)cc1 | x | 6 | -5 | -3 | 0 | 3 | -1.3 | -0.4 | -0.3
CCCC(C)n1[nH]c(=O)c2c1NC(=O)CSC2c1ccccc1 (stereo not given) | 1.4 | -6 | 5 | -3 | -4 | -1 | 0.4 | -1.1 | -0.3
C/C(=N\NC(=O)CCn1nnc2ccccc21)c1cccs1 | 1.4 | -2 | u | -3 | -7 | -3 | -1.1 | 1.9 | -0.3
Cc1ccc(/C=C/C(=O)N(Cc2cccs2)C2CCS(=O)(=O)C2)cc1 (stereo not given) | 1.4 | -8 | u | -13 | 4 | 8 | -0.5 | x | 1.7
O=c1c2ccccc2nc(CSc2nnnn2-c2ccccc2)n1-c1ccccc1Cl | x | -5 | -1 | 10 | 2 | -4 | -1.2 | -0.9 | -0.2
CC1=NN(C)C(=O)C1Cc1c(F)cccc1Cl (stereo not given) | 0.5 | -6 | u | -4 | -2 | 3 | -2.4 | 6.9 | 0.8
Cc1cc(C(=O)CSc2nnnn2C)c(C)n1CCc1ccc(F)cc1 | x | -8 | 7 | -194 | -6 | 6 | -4.1 | 0.2 | 0.5
CCc1nnc(NC(=O)CSc2n[nH]c(-c3ccccc3O)n2)s1 | -1.6 | -3 | -1 | 9 | -3 | 2 | -2.6 | -0.2 | -0.4
Cc1cc(-c2nnc(SCC(=O)Nc3cccc(Cl)c3)n2N)n[nH]1 | 0.9 | 10 | -6 | 11 | 5 | -2 | -1.1 | 0.3 | -2.0
CCCCCCC(=O)c1c(O)n(-c2ccccc2OC)c(=O)[nH]c1=O (tested in a mixture with another compound) | 1.3 | -4 | 34 | -8 | u | -8 | -3.5 | x | 9.2
N#CC1=C(N)N2C(=C(C#N)C13CCCCC3)SC1CCCCC12O (stereo not given) | x | 1 | 0 | 8 | -2 | -8 | -3.1 | 1.8 | -1.0
CN(c1nc2ccccc2[nH]c1=O)C1CCCCC1 | -0.2 | 3 | -12 | 12 | -2 | 1 | 0.7 | -0.5 | -1.4
O=S(=O)(c1ccccc1)N1CCC2(CC1)OCCO2 | 2.6 | 6 | 6 | 4 | 6 | -4 | -4.1 | -0.2 | -0.5
O=c1cc(-c2ccccc2)c2ccc(O)cc2o1 | -0.2 | -8 | -4 | 0 | -5 | -1 | 0.2 | 1.9 | -1.9
Fc1ccccc1COc1cccc2cccnc12 | 0.6 | 0 | 26 | -9 | -20 | 6 | -1.4 | 22 | 2.4
O=c1cc(-c2ccccc2Cl)oc2cc(O)cc(O)c12 | 0.5 | -1 | -3 | 1 | -4 | -9 | -3.0 | -1.4 | -0.2
COc1ccc(OCC(=O)OC2CCCN(C)C2)cc1 (stereo not given) | 0.7 | 5 | u | -1 | 0 | 6 | -4.3 | 0.2 | -0.7
CC(C)(C)C(=O)/C=C1\NC(=O)CS1 | 0.1 | 8 | 1 | -13 | -4 | -4 | -0.1 | 1.2 | 0.6
O=C(Cc1nc2ccccc2[nH]1)c1cccc([N+](=O)[O-])c1 | 0.6 | -7 | -2 | -4 | 0 | -8 | -3.1 | -1.4 | -0.7
CCOC(=O)c1ccccc1NC(=O)COc1cc(=O)n(CC)c2ccccc12 | x | -3 | 5 | -9 | 0 | 20 | -1.9 | -0.7 | 1.3
CC(=O)N1c2c(cc(Br)cc2S(=O)(=O)N2CCCCC2)CC1C (stereo not given) | 1.7 | 3 | -2 | -1 | -4 | 7 | -1.6 | -0.6 | -0.2
COc1ccc(C(=O)NCC(=O)OCC(=O)NCCC2=CCCCC2)cc1 | 1.4 | 3 | 1 | -22 | -1 | 4 | 1.1 | 1.0 | 0.3

Of the compounds above, these contain an aryl methoxy group:
SMILES | TcdB inh | PrPC surface inh | BoNT-F LC inh | CCHF vOTU inh | Anthrax LF inh2 | Yp Topo-I inh | FadD28 FP inh | PfHsp40 yeast | BoNT-A LC inh2
COc1cccc(Nc2c(F)c(F)c(F)c(F)c2C(=O)O)c1 | x | 6 | -1 | 16 | -1 | -2 | -1.7 | 0.8 | 0.1
COc1cccc(-c2c[nH]c(=O)[nH]c2=O)c1 | 2.3 | 15 | 3 | -10 | -1 | -1 | 0.3 | -0.6 | -1.0
COc1ccc(NC(=O)COc2nsnc2N2CCCCC2)cc1 | x | 18 | -21 | -2 | -8 | 3 | -2.7 | 0.3 | -1.6
CCOC(=O)c1c(-c2ccc(OC)cc2)oc2ccc(O)cc12 | 0.3 | -3 | -8 | 11 | 1 | 4 | -3.4 | 0.0 | -0.8
COc1ccc(C(=O)NCCSc2ccccn2)cc1 | x | 6 | -5 | -3 | 0 | 3 | -1.3 | -0.4 | -0.3
CCCCCCC(=O)c1c(O)n(-c2ccccc2OC)c(=O)[nH]c1=O (tested in a mixture with another compound) | 1.3 | -4 | 34 | -8 | u | -8 | -3.5 | x | 9.2
COc1ccc(OCC(=O)OC2CCCN(C)C2)cc1 (stereo not given) | 0.7 | 5 | u | -1 | 0 | 6 | -4.3 | 0.2 | -0.7
COc1ccc(C(=O)NCC(=O)OCC(=O)NCCC2=CCCCC2)cc1 | 1.4 | 3 | 1 | -22 | -1 | 4 | 1.1 | 1.0 | 0.3
